Assay outcomes (PubChem)
Tb PGK inh – qHTS Assay to Find Inhibitors of Phosphoglycerate Kinase; AID 602233, 2012; hit rate 0.043% among 380,000; Potency, µM (top dose mostly 57.5 µM), for inactives: at the highest dose activity change, negative = inhibition, hits mostly inhibitors; Phosphoglycerate kinase, glycosomal (Trypanosoma brucei brucei), P07378; PGK/GAPDH coupled, Kinase-Glo luminescence, 60 min; further: potency means the concentration at half of the fitted maximal effect; on the % scale 0 is the no-effect control and ±100 the full control effect; nearly all actives have a fitted effect of over 60% in size
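Recombinant glycosomal PGK reaction used 1,3-bisphosphoglycerate generated in-well by GAPDH (100nM final) in 100mM TEA pH 7.6, 5mM MgCl2, 0.01% Tween-20. After 60 minutes at room temperature, ATP was read by Kinase-Glo Plus luminescence end-point.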
BAZ2B inh – qHTS Assay for Inhibitors of BAZ2B | AlphaScreen BAZ2B-H3K14Ac peptide displacement | Potency, µM (highest dose often 114 µM), inactives show at the highest dose activity change, negative = inhibition, hits mostly inhibitors | hit rate 4.4% among 360,000 | AID 504333, 2011; further: potency means the concentration at half of the fitted maximal effect; on the % scale 0 is the no-effect control and ±100 the full control effect; nearly all actives have a fitted effect of over 60% in size
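AlphaScreen displacement: compounds (up to 110uM) incubated 30 min at room temperature with a preformed 50 nM BAZ2B/50 nM biotinylated H3K14Ac peptide complex in PBS pH 7.4 with Tween-20. Donor and acceptor beads at 10 ug/mL final added, 20 min light-protected before reading.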
GLS inhibitor – qHTS for Inhibitors of Glutaminase (GLS); hit rate 0.21% among 410,000; Glutaminase kidney isoform, mitochondrial (Homo sapiens), O94925; GLS enzymatic activity, qHTS titration; Potency, µM (titrated, usually from 45.5 µM), for the others: top-dose activity change, negative = inhibition, usual class: inhibitors; further: potency means the concentration at half of the fitted maximal effect; on the % scale 0 is the no-effect control and ±100 the full control effect
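Assay buffer: 45 mM KH2PO4 pH 8.2, 0.02% Tween-20. hKGA acts on L-glutamine (1 mM solution added); product glutamate is reported by an oxidase/peroxidase Amplex Red coupling, with fluorescence taken at baseline and 30 min.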
G9a block – qHTS Assay for Inhibitors of Histone Lysine Methyltransferase G9a | G9a H3K9 monomethylation, AlphaScreen, 2 h | Potency, µM (series often up to 102 µM), for the others: top-dose activity, negative = inhibition, most hits filed as inhibitors | hit rate 8.8% among 350,000 | AID 504332, 2011; further: potency means the concentration at half of the fitted maximal effect; on the % scale 0 is the no-effect control and ±100 the full control effect; nearly all actives have a fitted effect of over 75% in size
Target sequence (Q96KQ7 913-1193 limits assumed): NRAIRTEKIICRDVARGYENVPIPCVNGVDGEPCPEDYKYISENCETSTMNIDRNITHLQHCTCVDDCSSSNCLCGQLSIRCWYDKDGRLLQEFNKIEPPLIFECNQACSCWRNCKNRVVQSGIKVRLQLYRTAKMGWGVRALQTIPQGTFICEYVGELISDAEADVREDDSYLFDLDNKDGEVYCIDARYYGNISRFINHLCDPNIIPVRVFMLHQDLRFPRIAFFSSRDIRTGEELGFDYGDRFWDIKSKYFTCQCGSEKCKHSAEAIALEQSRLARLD
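Step 1: enzyme (final 20 nM) with compound, 15 min RT. Step 2: substrate peptide 500 nM and SAM 20 uM, 2 h RT. Step 3: anti-H3K9me1 antibody and AlphaScreen beads, 10 min, then plate read.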
JMJD2A Tudor – qHTS Assay for Inhibitors of JMJD2A-Tudor Domain. Lysine-specific demethylase 4A (Homo sapiens), O75164. AID 504339, 2011. AlphaScreen JMJD2A-Tudor / H3K4me3 peptide binding. Potency, µM (top dose mostly 114 µM), for the others: at the top dose activity change, negative = inhibition, most hits filed as inhibitors. hit rate 4.4% among 390,000; further: potency means the concentration at half of the fitted maximal effect; on the % scale 0 is the no-effect control and ±100 the full control effect; nearly all actives have a fitted effect of over 50% in size
HP1b chromo inh – HTS for Inhibitors of HP1-beta Chromodomain Interactions with Methylated Histone Tails; Potency, µM (top dose mostly 114 µM), without a hit: at the top dose activity change, negative = inhibition, most hits filed as inhibitors; AID 540317, 2011; AlphaScreen HP1-beta / biotin-H3K9me3 peptide binding; hit rate 0.56% among 390,000; Chromobox protein homolog 1 (Homo sapiens), P83916; further: potency means the concentration at half of the fitted maximal effect; nearly all actives have a fitted effect of over 70% in size; inactives centre near 23
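HP1-beta protein (50 nM final) preincubated 30 min at room temperature with biotinylated H3(1-18)K9me3 peptide (50 nM) in PBS pH 7.4, 0.01% Tween-20, then compound added for 30 min. AlphaScreen streptavidin donor/nickel chelate acceptor beads (10 ug/mL final), 30 min dark, luminescence read.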
POLH inh – qHTS for Inhibitors of Polymerase Eta. DNA polymerase eta (Homo sapiens), Q9Y253. hit rate 1.2% among 390,000. AID 588591, 2011. recombinant Pol eta, fluorescent DNA replication assay. Potency, µM (titrated, usually from 114 µM), for the others: top-dose activity change, negative = inhibition, actives largely listed as inhibitors; further: potency means the concentration at half of the fitted maximal effect; on the % scale 0 is the no-effect control and ±100 the full control effect
Target sequence (Q9Y253 whole entry, looked up): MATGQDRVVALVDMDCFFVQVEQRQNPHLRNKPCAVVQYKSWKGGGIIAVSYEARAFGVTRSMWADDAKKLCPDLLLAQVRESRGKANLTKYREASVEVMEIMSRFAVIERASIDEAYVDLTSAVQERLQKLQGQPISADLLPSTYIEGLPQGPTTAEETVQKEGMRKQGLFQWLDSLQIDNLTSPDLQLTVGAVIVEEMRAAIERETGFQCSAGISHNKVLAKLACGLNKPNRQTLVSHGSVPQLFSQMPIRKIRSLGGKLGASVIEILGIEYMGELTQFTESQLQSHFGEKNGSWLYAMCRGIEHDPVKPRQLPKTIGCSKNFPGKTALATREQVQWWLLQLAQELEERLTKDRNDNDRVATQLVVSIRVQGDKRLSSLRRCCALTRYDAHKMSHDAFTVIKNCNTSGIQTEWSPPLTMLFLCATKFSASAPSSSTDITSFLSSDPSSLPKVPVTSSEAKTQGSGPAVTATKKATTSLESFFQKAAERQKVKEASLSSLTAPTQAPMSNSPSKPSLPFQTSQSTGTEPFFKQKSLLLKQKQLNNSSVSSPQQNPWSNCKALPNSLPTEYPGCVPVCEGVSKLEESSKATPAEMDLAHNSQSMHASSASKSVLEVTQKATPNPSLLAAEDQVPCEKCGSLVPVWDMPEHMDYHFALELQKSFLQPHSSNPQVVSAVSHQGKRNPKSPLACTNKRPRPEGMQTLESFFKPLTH
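Pol eta at 10 nM preincubated with compounds 15 min at room temperature; reaction started with fluorescent substrate (50 nM final) and read kinetically at 0 and 10 min.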
Pin1 inh – qHTS Assay to Find Inhibitors of Pin1; Pin1 FP peptide displacement, HiFluor488, 10 min; Potency, µM (doses to about 115 µM), for the others: top-dose activity, negative = inhibition, most hits filed as inhibitors; hit rate 0.009% among 390,000; active means well fitted inhibition curve with a large enough effect in the polarisation, with a control signal flat, not every such curve was filed as active; inconclusive means small, poorly fitted or top-dose-only effect, or effect the other way, or a change in a side signal; inactive means no such curve, though single readings can be large or run the other way; the % refers to the polarisation; further: potency means the concentration at half of the fitted maximal effect; on the % scale 0 is the no-effect control and ±100 the full control effect
PI4K2A inh – qHTS for small molecular inhibitors of PI4K2A | purified PI4K2A, ADP-Glo luminescence, 1 h; active compounds read low | activity change, negative = inhibition, % at 76.9 µM | hit rate 0.13% among 420,000 | AID 1346378, 2018; in the data active means activity change below about -50%; inconclusive means mostly about -30% to -49%;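 further: -100% = wells without enzyme as full effect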
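In this quantitative HTS, ADP production by PI4K2A was quantified luminescently after 1 h at ambient temperature; 100 microM adenosine served as plate-quality control.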
Starred values were filed as active, the others as inactive; i = inactive; ? = inconclusive; · = no result given; [ ] = dose if it differs, or a comment. Unless noted, the call rests on the fitted dose curve; in most records, active means well fitted curve in the direction sought with a large enough effect; inconclusive means small, poorly fitted or top-dose-only effect, or another doubt; inactive means no such curve, though single readings can be large; an effect the other way counts as inactive or inconclusive. An excerpt, so the mix of outcomes need not match the whole.

SMILES	Tb PGK inh	BAZ2B inh	GLS inhibitor	G9a block	JMJD2A Tudor	HP1b chromo inh	POLH inh	Pin1 inh	PI4K2A inh
CN(CCO)S(=O)(=O)c1ccc2c(c1)C(=NO)c1cc(S(=O)(=O)N(C)CCO)ccc1-2	i	-8%	12%	0%	-14%	27%	-16%	7%	6
O=C(O)C1C2CCC(C2)C1C(=O)N1CCCC1 (centres undefined)	i	-14%	-3%	-12%	-3%	44%[activator]	-15%	-11%	-1
COc1ccccc1NC(=O)c1cccc(S(=O)(=O)N2CCN(c3ccccc3)CC2)c1	i	-9%	6%	-1%[2.33 µM]	-28%	22%	2%	2%	-2
COc1ccc(CCC(=O)Nc2ccc(N3CCOCC3)cc2)cc1	i	11%	38%[activator]	-46%[59 µM]	-8%	3%	0%	4%	7
Cc1ccc(-n2ncc3c(NCc4ccco4)ncnc32)cc1C	-2%	-12%	8%	?	-1%	26%	-21%	-5%	4
Cc1ccc(NC(=S)N2CCC(NC(=O)C3CCCCC3)CC2)cc1C	-7%	-7%	-21%	-3%	-7%	-3%	-18%	?	6
N#CCNc1ccc([N+](=O)[O-])cc1C#N	i	-3%	-1%	·	-25%	34%	-9%	13%	-5
Brc1cccc(OCCCCn2cncn2)c1	-8%	50µM*	1%	25µM*	25µM*	?	1%	?	3
CCNC(=O)Cc1ccc(NS(=O)(=O)c2ccc(F)cc2)cc1	-9%	5%	2%	?	-13%	13%	-6%	0%	-2
COc1cccc(C(=O)OCC(=O)Nc2sc3c(c2C(N)=O)CCC3)c1O	-16%	50µM*	-1%	?	?	-2%	22µM*	?	-17
COc1ccc(C(=O)Oc2c(Sc3ccc(C)cc3)c(C)nn2C(C)(C)C)c(OC)c1	-3%	6%	13%	-12%[59 µM]	0%	21%	-13%	-1%	0
O=C(Cn1cc(C(F)(F)F)ccc1=O)Nc1ccc2c(c1)OCO2	-4%	·	1%	·	·	·	-3%	·	4
CCOC(=O)c1c(NC(=O)c2ccc(S(=O)(=O)N3CCC(C)CC3)cc2)sc2c1CCN(C)C2	-1%	-2%	-7%	-24%[59 µM]	-34%	28%	-7%	?	1
COCCC(=O)N1CCC(Oc2ccc(C(=O)NCc3cc(C)n(C)n3)cc2)CC1	i	-3%	1%	8%	-6%	29%	-3%	-11%	-1
CC(C)C(NC(=O)c1ccccc1F)C(=O)Nc1ccc2c(c1)OCO2 (centres undefined)	-2%	?	-6%	-37%	-15%	59%[activator]	-17%	-4%	0
CCC[C@H]1CN(c2ccc(Br)cc2)C(=O)[C@@H]1CC(=O)Nc1ccccc1	-8%	·	-2%	·	·	·	-16%	·	-1
CCOc1ccc(C(=O)NCCCn2ccnc2)cc1	15%	-6%	-14%	-37%[12.7 µM]	0%	30%	3%	-2%	4
CCOC(=O)N1CCN(S(=O)(=O)c2ccc(C)c([N+](=O)[O-])c2)CC1	-6%	10%	-8%	16%	-9%[57.1 µM]	48%[activator]	-21%	4%	-1
CCN(CC(=O)N1CCCC1)S(=O)(=O)c1cc(C)ccc1OC	4%	8%	5%	25%	-13%	16%	-5%	-1%	-10
Cc1ccc(CNC(=O)C(=O)NCC2OCCN2S(=O)(=O)c2ccc(C)cc2)cc1 (centres undefined)	0%	-2%	4%	·	-12%	19%	-3%	1%	-7
CCc1nc2ccccc2n1CC1CC1(Cl)Cl (centres undefined)	-9%	-10%	-6%	6%[59 µM]	2%	22%	-18%	-1%	1
O=C(/C=C/c1ccccc1)N(Cc1cccc(Cl)c1)C1CCS(=O)(=O)C1 (centres undefined)	-1%	-1%	-1%	·	-24%	26%	-23%	-10%	-13
Cn1c(=O)c2c(nc(SCCN3CCCCC3)n2Cc2ccccc2)n(C)c1=O	-6%	5%	27%	?	-13%	12%	-8%	-1%	-1
Cc1ccccc1-c1cc(C(=O)O)nn1CC1CC(c2cccc([N+](=O)[O-])c2)=NO1 (centres undefined)	-6%	-31%	6%	2%[2.33 µM]	-16%	24%	6%	-6%	1
C=CCN(C(=O)c1csnn1)C(C(=O)NC1CCCCC1)c1ccc(F)cc1 (centres undefined)	-7%	3%	-1%	-1%	-8%	5%	-16%	4%	-1

Gathered by group, the entries above containing a Cl atom (two)
SMILES	Tb PGK inh	BAZ2B inh	GLS inhibitor	G9a block	JMJD2A Tudor	HP1b chromo inh	POLH inh	Pin1 inh	PI4K2A inh
CCc1nc2ccccc2n1CC1CC1(Cl)Cl (centres undefined)	-9%	-10%	-6%	6%[59 µM]	2%	22%	-18%	-1%	1
O=C(/C=C/c1ccccc1)N(Cc1cccc(Cl)c1)C1CCS(=O)(=O)C1 (centres undefined)	-1%	-1%	-1%	·	-24%	26%	-23%	-10%	-13

Next part
SMILES	Tb PGK inh	BAZ2B inh	GLS inhibitor	G9a block	JMJD2A Tudor	HP1b chromo inh	POLH inh	Pin1 inh	PI4K2A inh
CN(C)/C=C(\C#N)C(=O)Nc1ccc(F)c(Cl)c1	i	5%	-2%	-3%	-14%	20%	-4%	0%	3
COCCNC(=O)c1ccc2c(c1)N(Cc1cc(C)ccc1C)C(=O)c1ccccc1S2=O (centres undefined)	-1%	-19%	-2%	-25%[59 µM]	-21%	21%	-6%	1%	-1
COc1ccc(C(C)=O)cc1CSc1nnc(Nc2ccccc2C)s1	-1%	-23%	5%	-13%[59 µM]	-20%	81%[activator]	-15%	34%[activator]	-1
Cc1cc(C)c2c(n1)SCC(=O)N2CC(=O)Nc1ccccc1C	0%	-2%	4%	11%[59 µM]	3%	46%	-16%	-1%	-1
CC(C)CNC(=O)COC(=O)c1n[nH]c2ccccc12	0%	3%	-5%	-1%	-4%	23%	-18%	-3%	-3
Cc1ccc(NC(=O)CCCCCN2C(=O)[C@@H]3Cc4ccccc4CN3C2=O)cc1	10%	-4%	-3%	89%[activator]	-14%	68%[activator]	-18%	-4%	2
CCOc1cc(/C=N/NC(N)=S)cc(Br)c1OCc1ccccc1C	-13%	-1%	5%	53%[activator][12.7 µM]	-10%	27%	-13%	-3%	2
CC(Nc1ccc2c(c1)OCCO2)C(=O)Nc1ccc2c(c1)OCO2 (centres undefined)	-1%	?	-9%	21%[59 µM]	-21%	2%	-20%	0%	-2
C1CN(CC2CCN(c3nc4nonc4nc3N3CCSCC3)CC2)CCO1	7%	-3%	-3%	·	-3%	-5%	-14%	4%	1
COc1ccc(OC)c(NC(=O)C2CC(=O)N(c3ccc(Br)cc3)C2)c1 (centres undefined)	2%	-4%	0%	?	-30%	15%	-11%	-2%	0
O=S(=O)(c1ccc(OCC(O)CN2CCc3ccccc3C2)cc1)N1CCOCC1 (centres undefined)	·	-5%	11%	-8%[59 µM]	-20%	0%	-12%	-1%	4
O=c1c(/C=C(\O)c2ccc(F)cc2)nc2ccccc2n1-c1ccccc1	-8%	5%	1%	54%[activator][12.7 µM]	8%	100%[activator]	-3%	?	4
COc1ccc(-c2csc(/C=C/c3ccc4c(c3)OCO4)n2)cc1OC	6%	16%	12%	21%[59 µM]	-12%	21%	-9%	5%	2
O=C1NC(O)(c2ccccc2)Oc2ccccc21 (centres undefined)	7%	·	-11%	·	-18%	25%	-8%	-1%	0
Cc1ccc(-n2c(=O)c3cccnc3n2CC(=O)Nc2ccccc2C(F)(F)F)cc1C	i	13%	4%	15%[59 µM]	24%	60%[activator]	-3%	10%	-4
CN(C)Cc1ccccc1CNC(=O)c1ccc(Cl)c(S(=O)(=O)NC2CC2)c1	-7%	·	-8%	·	·	·	-14%	·	9
CSc1ncccc1C(=O)NCCc1ccccc1	-1%	-6%	-14%	7%	1%	35%	-8%	-2%	-3
C/C(=N\NC(=O)c1ccc(-n2cnnn2)cc1)c1ccc(C)cc1	-9%	7%	4%	22%[12.7 µM]	-6%	30%	1%	2%	3
CCOC(=O)c1c(C)[nH]c(C)c1C(=O)COC(=O)c1cccnc1OCC	-10%	·	-2%	·	-9%	31%	-11%	2%	-1
O=C(CC1Nc2ccccc2NC1=O)Nc1ccccc1 (centres undefined)	1%	2%	-20%	?	-23%	19%	-8%	?	0
Cc1cnc(C(=O)OCC(=O)NC23CC4CC(CC(C4)C2)C3)cn1	-3%	4%	2%	-32%[59 µM]	-1%	29%	-4%	-6%	3
C=CCNC(=O)N1CCC(n2nccc2NC(=O)CCc2ccccc2)CC1	3%	-3%[57.1 µM]	15%	9%	-14%	27%	-4%	-1%	-5
Cc1ccc(C(=O)Nc2ccc(Cl)cc2C(F)(F)F)c(Cl)c1	-10%	4%	-10%	15%[59 µM]	9%	35%	-19%	3%	-3
COCCNC(=O)C1CCN(Cc2cccc(OCc3ccccc3)c2)CC1	-2%	?	1%	22%[0.501 µM]	0.79µM*	?	-6%	0%	-5
O=C(NC1CCOc2ccccc21)c1ccccn1 (centres undefined)	i	-2%	?	7%	1%	26%	-9%	-4%	7
COc1ccc(NC(=O)c2cc(S(=O)(=O)N3CCCCCC3)cn2C)c(OC)c1	5%	-31%	12%	-1%[59 µM]	-20%	12%[57 µM]	-14%	-9%	3
CC(C)c1ccc(NC(=S)N2CCCC2)cc1	-8%	-3%	13%	12%	-12%	20%	-7%	-3%	-5
COc1ccc(C(=O)Nc2cc(C)nn2-c2ccc(C)cc2)cc1	3%	-4%	18%	15%	3%	34%[activator]	-18%	-1%	-3
